Hsp70 act = Hsp70 transcriptional activators, primary screen, cell-based, HeLa, Hsp70 promoter luciferase, luminescence, 10 µM; HeLa Hsp70 promoter luciferase reporter; scaled: vehicle 0, proteasome-inhibitor control 100%; activation, % at 10 µM; 0.04% of 200,000 active; AID 1203, 2008;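 active = activation above the mean across all tested compounds plus 3 SD, cutoff set per campaign, cut at about 5.5% in these data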;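 also: 100% = MG132 at 30 µM as the positive control and 0% = DMSO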
G6PDH counter = L. mesenteroides G6PDH inhibitors, counter-screen for G6PDH-coupled screening assays, biochemical, Leuconostoc mesenteroides enzyme; glucose-6-phosphate dehydrogenase [Leuconostoc mesenteroides]; Purified L. mesenteroides G6PDH, diaphorase/resazurin coupled fluorescence, 45 min; inhibition, % at 5 µM; 0.12% of 200,000 active; in the data active = inhibition above about 50%
STAT1 activator = STAT1 signaling activators, primary screen, cell-based, HTS, luciferase reporter | AID 932, 2007 | activation (% of control), % at 5.5 µM | 2.6% of 200,000 active | NIH 3T3 STAT1-luciferase reporter, IFN-gamma, luminescence; 100% = IFN-gamma alone, no compound;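 active = activation above the screen-wide mean activation plus 3 SD, cut at about 130% in these data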;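 also: raw ratio to IFN-gamma control signal so 100% means no change and 0% no light; values of inactives mirror those of a sister screen read the other way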
APP transl inh = inhibitors of APP translation via 5'UTR reporter, primary screen, APP 5'UTR luciferase, SH-SY5Y cells | SH-SY5Y APP 5'UTR-luciferase reporter, luminescence | inhibition, % at 2 µM | 0.82% of 190,000 active;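 active = inhibition above a set limit, derived from the sample mean plus 3 SD, cut at about 45% in these data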; also: values of inactives mirror those of a sister screen read the other way
DTT redox prof = compounds producing H2O2 with reducing agent – biochemical, NIH compound library profiling, artefact control for MLSCN library redox annotation, primary screen; DTT-dependent redox cycling H2O2, phenol red/HRP absorbance; 100% = 100 µM peroxide control, 0% = buffer; activation, % at 10 µM; 0.03% of 200,000 active; AID 878, 2007;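 active = activation of at least 50% relative to the plate's high and low controls in the primary single-dose screen; inactive = activation below 50%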;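 also: compound incubated with DTT at 0.8 mM final as the reducing agent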
APP 5'UTR act = activators of APP 5'UTR luciferase reporter, primary screen, SH-SY5Y cells | SH-SY5Y APP 5'UTR luciferase reporter, luminescence; zero percent = DMSO vehicle wells | 1% of 190,000 active | activation, % at 2 µM | AID 1276, 2008;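 active = activation above a set limit, based on mean plus 3 SD of controls, cut at about 140% in these data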; also: values of inactives mirror those of a sister screen read the other way
NF-kB neuron act = activators of NF-kB expression in neurons, primary screen, cell-based, HTS | human neuronal cells, NF-kB reporter expression; active compounds read high | AID 1239, 2008 | fold change at 12.5 µM | 1.6% of 190,000 active; in the data active = fold change above about 3.3
FLuc act counter = FLuc activators, initial screening, artefact control for FLuc-dependent activation tests, biochemical, ATPlite luminescence. AID 1027, 2008. ATPlite luciferase biochemical, 10 min; 0 = ATP-free wells, 1 = DMSO control. 200,000 tested, under 10 active. Luciferin 4-monooxygenase (Photinus pyralis), P08659. activation factor at 10 µM;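 active = luciferase activation factor, scaled between plate controls, of at least 2 with compound at 10 µM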
Target sequence (P08659 whole entry, looked up): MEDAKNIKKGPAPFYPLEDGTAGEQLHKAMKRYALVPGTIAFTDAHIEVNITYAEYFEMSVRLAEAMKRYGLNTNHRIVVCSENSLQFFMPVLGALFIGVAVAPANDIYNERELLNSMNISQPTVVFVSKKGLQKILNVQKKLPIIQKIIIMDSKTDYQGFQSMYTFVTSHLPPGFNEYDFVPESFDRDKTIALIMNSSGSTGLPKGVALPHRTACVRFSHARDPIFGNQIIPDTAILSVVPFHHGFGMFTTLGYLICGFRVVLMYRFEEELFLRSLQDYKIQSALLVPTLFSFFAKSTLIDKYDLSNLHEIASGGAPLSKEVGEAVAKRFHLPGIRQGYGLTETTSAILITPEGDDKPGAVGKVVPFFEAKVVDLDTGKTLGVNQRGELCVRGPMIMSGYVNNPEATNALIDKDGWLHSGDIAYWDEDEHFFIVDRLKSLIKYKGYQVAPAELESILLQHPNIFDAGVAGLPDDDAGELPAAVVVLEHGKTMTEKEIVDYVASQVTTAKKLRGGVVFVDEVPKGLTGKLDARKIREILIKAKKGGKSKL
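System: Luciferase/luciferin detection reagent, cell-free biochemical luciferase assay | Medium: PBS buffer for ATP | Dosing: Test compounds dosed from 2 mM stocks in 100% DMSO | Timing: 10 min at ambient temperature | Signal: Luminescence measurement of luciferase light output | Evaluation: Luciferase activation, seen as luminescence increase over controls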
FLuc inhib CS = firefly luciferase enzyme inhibitors, primary screen, artefact control for luciferase-based inhibitor screens, biochemical, luminescence, ATPLite; 10 min; inhibition, % at 10 µM; 1.5% of 200,000 active; Luciferin 4-monooxygenase (Photinus pyralis), P08659; AID 1006, 2008;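 active = inhibition above about 50% when tested at 10 µM, limit read from the data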
Efa HMGR inh = inhibitors of E. faecalis class II HMGR, primary screen, biochemical, Enterococcus faecalis; purified E. faecalis HMGR, NADPH absorbance 340 nm kinetic; 0.41% of 190,000 active; inhibition, % at 10 µM; HMG-CoA reductase (Enterococcus faecalis, mvaE);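 active = inhibition above a set limit, the median over all tested compounds plus 3 SD, cut at about 9.5% in these data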;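 also: enzyme runs in reverse so mevalonate oxidation gives rising NADPH absorbance; 0% = complete reaction with DMSO and 100% = background rate lacking mevalonate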
* hit, by the source's call; · = no result given.

SMILES	Hsp70 act	G6PDH counter	STAT1 activator	APP transl inh	DTT redox prof	APP 5'UTR act	NF-kB neuron act	FLuc act counter	FLuc inhib CS	Efa HMGR inh
O=C(N/N=C/c1ccc(N2CCOCC2)s1)c1ccccc1Cl	0.0	6	113	-20	-0.6	20	1.3	1	0	2
Cc1cc(=O)[nH]c(N/N=C/c2sccc2C)n1	-0.3	20	111	-21	-0.6	21	1.7	0.9	10	1
Cc1ccc(Nc2ccc(C(=O)NCCc3ccccc3)cn2)cc1	0.1	-2	111	-3	-1.1	3	1.1	1	0	-4
CCn1c(=O)cc(N2CCOCC2)[nH]c1=O	-0.3	9	104	8	-2.7	-8	1.2	1.1	-7	1
Cc1nc2nc(C)c(CCC(=O)N3CCc4ccccc43)c(C)n2n1	-0.2	-6	100	4	0.4	-4	1.1	1.1	-6	-2
CCc1ccccc1Nc1nc2ccccc2n1CC	0.1	3	104	-2	0.2	2	1	1	-3	-4
COc1cc(CN2CCNC(=O)C2CC(=O)NCCc2ncccc2C)cc(OC)c1 (stereo unspecified)	0.1	11	98	-1	0.7	1	1.1	1	-1	-5
COc1ccc2c(c1)Cc1sc(NC(=O)c3ccccc3)nc1-2	0.4	22	134*	-29	0.9	29	1.4	1	1	-3
O=C(c1ccccc1OCc1ccccc1Br)N1CCN(c2ncccn2)CC1	-0.5	10	92	6	0.1	-6	1.1	1	-1	2
CC(=O)OC1C(OC(C)=O)N(C(C)=O)C(=O)N1C(C)=O (stereo unspecified)	-0.2	9	100	3	-0.6	-3	1.6	1.1	-7	-3
CCN1CCN(c2cc(C)c3cc(NC(=S)N4CCN(c5ccccc5F)CC4)ccc3n2)CC1	0.0	1	108	7	-2.5	-7	0.69	1.1	-9	-4
COC(=O)c1ccc(C)c(NC(=O)CN(c2ccc3c(c2)OCO3)S(C)(=O)=O)c1	-0.4	-3	97	26	2.7	-26	0.93	1	-1	-10
COc1ccc(NC(=O)NCc2ccccn2)cc1	-0.2	-1	104	-5	0.9	5	1.1	1.1	-6	-1
CC(=O)NC(C)c1nc2ccccc2n1Cc1ccccc1F (stereo unspecified)	-0.3	10	98	2	-3.6	-2	·	1.1	-9	-6
COC(=O)C(O)(NC(=O)NC(C)=O)C(F)(F)F (stereo unspecified)	-0.4	5	106	-10	2.4	9	1.1	1	-4	-2
COc1cccc(/C=C2\N=C(C3CCCCC3)OC2=O)c1OC	-0.2	4	95	-11	-1.1	11	1.2	0.9	10	-3
O=C1CSc2ccccc2N1Cc1ccc(F)cc1	-0.2	6	108	12	2.9	-12	1.3	1	-3	0
CC(Oc1ccc(F)cc1F)C(=O)/C=C/N(C)C (stereo unspecified)	-0.1	11	100	0	-3.9	0	1.3	1	-4	-6
COCCNC(=S)N/N=C(\C)c1ccccc1OC	-0.1	-5	90	15	-1.0	-15	1.2	1.1	-6	-1
CC(C)Nc1ncnc2c1cnn2-c1ccccc1	0.1	2	136*	-119	-0.4	119	4*	0.2	79*	-8

Fetched one by one from above:
SMILES	Hsp70 act	G6PDH counter	STAT1 activator	APP transl inh	DTT redox prof	APP 5'UTR act	NF-kB neuron act	FLuc act counter	FLuc inhib CS	Efa HMGR inh
COCCNC(=S)N/N=C(\C)c1ccccc1OC	-0.1	-5	90	15	-1.0	-15	1.2	1.1	-6	-1
CCn1c(=O)cc(N2CCOCC2)[nH]c1=O	-0.3	9	104	8	-2.7	-8	1.2	1.1	-7	1
COc1ccc(NC(=O)NCc2ccccn2)cc1	-0.2	-1	104	-5	0.9	5	1.1	1.1	-6	-1

(continued)
SMILES	Hsp70 act	G6PDH counter	STAT1 activator	APP transl inh	DTT redox prof	APP 5'UTR act	NF-kB neuron act	FLuc act counter	FLuc inhib CS	Efa HMGR inh
Cc1nn(Cc2ccccc2Cl)c(C)c1NC(=O)CCCn1nc([N+](=O)[O-])c(Cl)c1C	-0.2	16	101	1	0.1	-1	0.96	1	-4	2
CCOC(=O)c1ccc2nc(C)c(CCC(C)=O)c(Cl)c2c1	0.4	7	129*	-53	1.6	53	1.7	1	-1	-8
Cc1ccc(NC(=O)c2ccc([N+](=O)[O-])cc2Cl)nc1	-0.2	20	136*	-74	-0.1	74	1.7	0.6	41	-4
Cc1ccc(C2CCN(C(=S)NC3CCCCC3)C2)cc1 (stereo unspecified)	-0.1	0	102	-22	4.8	22	1	1	2	-3
COc1ccccc1CN1C[C@@H]2C[C@@H](c3ccc4nsnc4c3)N3CCC[C@@]23C1=O	0.5	15	102	-1	-1.3	1	0.93	1	0	-4
O=c1ccccn1Cc1c(F)cccc1Cl	-0.6	6	101	2	0.1	-2	1.1	1	-4	-2
O=c1oc(-c2cccs2)nc2sc3c(c12)CCCC3	-0.2	3	107	-38	0.4	38	2.8	0.7	35	-2
CCCn1nnc(NC(=O)COc2cc(C)ccc2C(C)C)n1	-0.1	23	101	-1	4.2	1	1.5	1.1	-9	0
COc1ccc(CCNC(=O)c2cc(-c3cc(C)c(C)cc3O)n[nH]2)cc1OC	0.0	-63	109	-10	1.1	10	1.1	1.1	-5	-2
CC(C)(C)c1ccc(OCC(=O)NCc2ccco2)c(Br)c1	-0.2	0	92	-12	2.4	12	1.4	1	-4	-3
CN1CCN(CC(O)COCc2ccc3c(c2)OCO3)CC1 (stereo unspecified)	-0.3	6	100	-11	1.7	11	1.7	1.1	-7	-1
OC1CCN(c2c3c(nc4cc(-c5cccc(F)c5)nn24)CCCC3)CC1	0.0	-1	118	5	-2.4	-5	0.68	1	2	-8
CCCCCC1CCC(c2nnc(SCC(C)=O)o2)CC1 (stereo unspecified)	-0.2	6	103	-1	-2.2	1	1.1	1.1	-6	-5
Brc1ccccc1-c1nnc(-c2cccnc2)o1	0.1	-9	120	-20	-3.9	20	2.4	0.8	23	-6
CCOC(=O)c1cnc(SCC(=O)N2CCc3ccccc32)nc1N	-0.3	-35	100	2	-2.5	-2	1.1	1	-4	-3
Cc1cc(Cl)ccc1Oc1nc(-c2ccccc2)ncc1S(C)(=O)=O	-0.1	-19	98	-9	1.9	9	1	1.1	-9	-2
Cc1ccc(C(=O)N/C(=C/C=C/c2ccccc2)C(=O)NCc2ccco2)cc1	0.0	4	102	-8	2.2	8	0.96	1	-1	-3
COc1cc2c(cc1OC)C(c1cc3cc4c(cc3[nH]c1=O)OCO4)N(C(=O)C1CC1)CC2 (stereo unspecified)	-0.1	2	100	17	1.6	-17	1.4	1.1	-7	-4
Cc1ccc(NC(=S)NC(NC(=O)c2ccco2)C(Cl)(Cl)Cl)cc1 (stereo unspecified)	-0.1	10	86	12	-0.1	-12	0.98	1	-1	0
COC(=O)C1CCN(C(=O)COC(=O)[C@@H]2CC(O)CN2S(=O)(=O)c2ccc3c(c2)OCCO3)CC1 (stereo partly specified)	-0.4	13	94	2	-0.3	-2	1	1	-3	-2
COc1ccccc1C1NC(=O)NC(C)=C1C(=O)Nc1cccc(C)c1C (stereo unspecified)	0.0	4	98	-3	-0.6	3	1.1	1	-3	2
Cc1cc2cc(CNC(=O)c3cccc([N+](=O)[O-])c3)ccc2[nH]1	-0.2	4	93	13	0.4	-13	0.94	1	1	-5
COc1ccc(N2C(=O)/C(=C/N(C)C)NC2=S)cc1	0.0	-2	100	3	-1.2	-3	1.2	1	4	-2
O=C(c1ccc(F)cc1)C1CCN(C(=S)Nc2ccccc2Cl)CC1	-0.5	3	93	3	-0.8	-3	1.1	1.1	-8	1
Cc1ccc(Cn2c(SCc3cccnc3)nc3c2c(=O)n(C)c(=O)n3C)cc1	-0.1	6	97	-4	-0.3	4	0.52	1	2	1
CCN(CC(=O)Nc1ccc([N+](=O)[O-])cc1OC)c1ccccc1	-0.1	10	106	-2	-7.6	2	1.3	1.1	-6	-2
COc1cccc(-n2c(N)c(C#N)c3ccc([N+](=O)[O-])cc3c2=O)c1	-0.2	-19	98	-6	0.3	6	1.1	1.1	-11	1
O=C(/C=C/c1ccccc1)N1CCN(c2ccccn2)CC1	0.0	6	111	-13	2.1	13	1.1	0.9	13	-3
CCc1ccc2[nH]cc(C(=O)N3CCCCCC3)c(=O)c2c1	-0.1	4	94	-2	0.1	2	1.1	1.1	-9	0
N/C(COc1ccccc1)=N\NC(=O)c1cccnc1Oc1ccccc1	-0.3	4	96	-10	0.1	10	1.2	1	-4	-8
CCC(CC)NC(=O)Nc1ccccc1C	1.1	10	96	11	-0.8	-11	0.93	1.1	-6	1
O=C(NCc1ccco1)c1csc(Nc2ccccc2Cl)n1	-0.2	-10	107	-11	2.6	11	1.2	1	-3	2
CCCCOc1ccc(C(CC(=O)NC)C(=O)O)cc1 (stereo unspecified)	0.2	3	102	9	0.1	-9	1.2	1	-4	0
Cn1ncc2c(NNC(=O)c3ccc(Cl)c(Cl)c3)ncnc21	-0.2	-11	105	-8	0.0	8	1	1	1	-1
CCOc1ccc2[nH]c(=O)c(CN(CCN3CCOCC3)Cc3nnnn3C(C)(C)CC)cc2c1	-0.2	-6	91	-6	0.4	6	0.83	1	-1	-6
CC(=O)Nc1ccc(NC(=O)C2CCN(C(=O)c3ccc([N+](=O)[O-])cc3)CC2)cc1	-0.1	0	105	-12	0.3	12	1.1	1	-4	-5
CC(C)Cc1nnc(NC(=O)CSc2ncn[nH]2)s1	0.0	2	101	-11	2.4	11	1.3	1	-3	-14
CCOc1cc(/C=N/NC(=O)c2ccc(-c3csc(Nc4ccc(C)cc4)n3)cc2)ccc1OCC(=O)O	0.0	-4	102	-6	-0.3	5	1.3	1.1	-8	-7
Cc1ccc(-c2cc(C(=O)O)n(-c3ccc(S(N)(=O)=O)cc3)n2)cc1	-0.3	-5	87	-14	-0.2	14	1	1	3	16*
CCOC(=O)C(C(=O)N(C)C)c1ncc(C(F)(F)F)cc1Cl (stereo unspecified)	-0.2	-1	99	-2	1.1	2	1.3	1	-1	-3
CC1(C)Cc2ccccc2C(=C(C#N)C#N)N1	-0.4	-9	101	-14	0.2	14	1.1	1	-1	-2
Cc1ccccc1S(=O)(=O)c1cc2ccccc2nc1N	0.0	-3	93	11	-0.1	-11	0.96	1	-4	2
CCOC(=O)c1cnc(SC)nc1Nc1cccc(F)c1	-0.2	0	105	6	0.0	-6	1.1	1	-5	-3
Cn1c(CNc2cccc(Cl)c2)nnc1SCC(=O)OC1CCCCC1	-0.2	9	99	-3	2.5	3	1	1.1	-8	0
O=C(CCN1C(=O)c2ccccc2C1=O)Nc1ccc(S(=O)(=O)NC2=NCCCCC2)cc1	-0.1	4	100	10	-1.2	-10	1	0.9	8	-2

Bioassay records deposited in PubChem by several laboratories.
